Screening results as filed in PubChem BioAssay.
LDHA block = blocks human lactate dehydrogenase A | activity change, % (values are at about 110 or 230 µM) | AID 1347041 | P00338 | purified LDHA, NADH/diaphorase-resazurin fluorescence; active compounds read low | actives 0.15% (n = 480,000); in the data active = activity change below about -30%; inconclusive = mostly about -25% to -30%;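 also: plate controls were DMSO wells for no effect and wells without enzyme for full effect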
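Resorufin fluorescence (ex540/em590), read at 0 and 20 min after diaphorase/resazurin addition, reports the NADH left after a 5 min room-temperature reaction of 2 nM human LDH5 with 0.06 mM NADH and 0.2 mM pyruvate.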
D2 potentiator = positively modulates the human D2 dopamine receptor allosterically. P14416. actives 0.34% (n = 340,000). AID 485347. potentiation, % at 10 µM. HEK293 T-REx D2, calcium flux, EC20 dopamine potentiation;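 active = potentiation over 3 SD above the plate norm, cut at about 30% in these data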; also: 0% is about no effect
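Tetracycline-induced HEK293 T-REx cells force-coupled to calcium signalling expressed D2; compounds were pin-added after a 10 s baseline, read kinetically 180 s, then an EC20 dopamine challenge followed with a further 180 s calcium read.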
RXFP1 ag = activates the human relaxin receptor RXFP1; Q9HBX9; HEK293T-RXFP1 cAMP TR-FRET, 30 min; response scale: percent of porcine relaxin response, buffer zero; Potency, µM (highest dose often 57.5 µM), for the others: at the highest dose activation, most hits filed as activators; actives 0.3% (n = 370,000); also: potency is read from the fitted curve at half-maximal effect; % is scaled to controls: 0 for no effect and ±100 for the full control effect; nearly all actives have a fitted effect of over 60% in size; many of its hits are not listed in these tables
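Agonist response is measured as cAMP accumulation in an RXFP1-transfected HEK293T line under PDE4 inhibition. Values are scaled between buffer-only and 29 nM porcine relaxin, and EC50s come from standard Hill equation fits.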
Vif-APOBEC3G blk = Vif-A3G binding inhibition. Q9HC16. HeLa A3G-eYFP + Vif (tagged APOBEC3G with the HIV-1 protein that degrades it), YFP fluorescence, overnight. Potency, µM (series often up to 46.1 µM), without a hit: at the top dose activity, negative = active, most hits filed as inhibitors. actives 0.076% (n = 410,000);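 also: potency is read from the fitted curve at half-maximal effect; % is scaled to controls: 0 for no effect and ±100 for the full control effect; nearly all actives have a fitted effect of over 60% in size; hits raise eYFP signal because A3G escapes Vif-driven loss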
Target sequence (Q9HC16 whole entry, looked up): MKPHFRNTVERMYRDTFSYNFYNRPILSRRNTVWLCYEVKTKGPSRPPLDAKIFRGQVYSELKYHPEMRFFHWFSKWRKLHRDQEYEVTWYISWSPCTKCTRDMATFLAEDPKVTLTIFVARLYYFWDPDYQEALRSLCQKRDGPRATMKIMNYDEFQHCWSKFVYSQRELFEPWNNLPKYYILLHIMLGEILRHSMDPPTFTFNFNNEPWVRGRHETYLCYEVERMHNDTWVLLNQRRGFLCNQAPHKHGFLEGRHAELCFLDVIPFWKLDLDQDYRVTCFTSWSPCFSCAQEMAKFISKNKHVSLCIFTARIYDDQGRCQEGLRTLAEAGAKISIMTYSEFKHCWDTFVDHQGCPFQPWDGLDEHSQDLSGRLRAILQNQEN
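HeLa cells stably expressing Vif and C-terminally eYFP-tagged A3G, seeded overnight at 37 deg C, then exposed to compound by pintool overnight at 37 deg C. Rise in yellow fluorescence (Ex 488/Em 500-530, Acumen) marks blocked Vif-driven A3G degradation.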
D1 agonist = activates the human D1 dopamine receptor | P21728 | activation, % at 2 µM | HEK293 T-REx D1 cells, calcium flux, agonist mode | actives 1% (n = 360,000); in the data active = activation above about 30%; also: 0% is about no effect
Target sequence (P21728 whole entry, looked up): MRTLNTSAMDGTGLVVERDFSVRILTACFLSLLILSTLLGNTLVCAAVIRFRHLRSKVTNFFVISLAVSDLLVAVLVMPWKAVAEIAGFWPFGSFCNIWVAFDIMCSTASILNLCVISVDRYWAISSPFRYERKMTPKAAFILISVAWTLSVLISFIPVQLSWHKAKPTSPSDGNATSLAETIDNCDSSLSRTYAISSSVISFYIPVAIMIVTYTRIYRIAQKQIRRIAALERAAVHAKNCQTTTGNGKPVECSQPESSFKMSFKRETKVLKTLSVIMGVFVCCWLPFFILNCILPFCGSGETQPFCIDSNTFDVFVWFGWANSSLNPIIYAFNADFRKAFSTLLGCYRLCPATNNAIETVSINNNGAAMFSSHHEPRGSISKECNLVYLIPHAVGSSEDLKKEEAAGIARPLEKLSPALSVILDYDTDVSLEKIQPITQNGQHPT
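Agonism was scored from calcium flux recorded over 180 s (1 read/s) after pintool compound addition, following a 10-cycle baseline. Cells were inducible force-coupled HEK293 TREx D1, plated overnight at 30 C and loaded with no-wash calcium dye.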
GRP78 ERSR act = induces the endoplasmic reticulum stress response in human glioma cells. actives 0.02% (n = 420,000). U87-MG GRP78 promoter luciferase reporter, 16 h. Potency, µM, for inactives: at the highest dose activation, actives largely listed as activators; also: potency is read from the fitted curve at half-maximal effect; series mostly up to about 76 µM; % of control where 0% means no effect; nearly all actives have a fitted effect of over 35% in size
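Stably transfected U87-MG human glioma cells carrying a GRP78-based luminescent sensor were seeded at 1000 cells/well, pin-dosed with compounds and incubated 16 h. Luciferase reagent was then added, and end-point luminescence was read after 10 min at room temperature.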
D1 antag = blocks dopamine activation of the human D1 receptor. actives 3.2% (n = 360,000). HEK293 TREx D1 cells, calcium flux, dopamine EC80; active compounds read low. P21728. AID 504652. activity change, negative = inhibition, % at 10 µM; in the data active = activity change below about -30%; also: % is scaled to controls: 0 for no effect and ±100 for the full control effect
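After overnight tetracycline induction at 30 C, force-coupled D1 HEK293 cells took up a no-wash calcium dye at room temperature. Compounds were added and monitored 180 s, and the response to EC80 dopamine was then recorded.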
D1 potentiator = human D1 dopamine receptor positive modulation; AID 504651; actives 0.036% (n = 360,000); HEK293 TREx D1 cells, calcium flux, dopamine EC20 potentiation; potentiation, % at 10 µM; P21728; in the data active = potentiation above about 30%; also: 0% is about no effect
Vif-A3F inh = Vif-A3F binding inhibition. HeLa A3F-eYFP + Vif (tagged APOBEC3F with the HIV-1 protein that degrades it), YFP fluorescence increase. Potency, µM (doses to about 46.1 µM), inactives show at the top dose activity, negative = active. actives 0.2% (n = 390,000). AID 602313; also: potency is read from the fitted curve at half-maximal effect; % of control where 0% means no effect; nearly all actives have a fitted effect of over 65% in size
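HeLa cells stably expressing A3F-eYFP plus Vif, plated and incubated overnight at 37 deg C, then exposed to compounds overnight at 37 deg C. Blocked degradation read as raised yellow fluorescence (Ex 488/Em 500-530).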
Numbers without * were called inactive; ? = inconclusive; · = not tested or not shown; & = joins results of further samples. Unless noted, calls follow the shape of the dose curve; as a rule, active = well fitted curve in the direction sought with a large enough effect; inconclusive = small, poorly fitted or top-dose-only effect, or another doubt; inactive = no such curve, though single readings can be large; an effect the other way counts as inactive or inconclusive. A portion of the library; rates above refer to the full screens.

structure,LDHA block,Vif-APOBEC3G blk,Vif-A3F inh,RXFP1 ag,GRP78 ERSR act,D2 potentiator,D1 potentiator,D1 agonist,D1 antag
O=C(CCn1c(=S)[nH]c2ccccc2c1=O)Nc1ccc(F)cc1,-6,0%,5%,4.6%,-3%,0,-1,0,-2
CCCOc1ccc(C2C(C(=O)/C=C/c3ccco3)=C(O)C(=O)N2CCN2CCOCC2)cc1OC (stereo not drawn),27,0%,?,-1.1%,-1%,2,-4,2,31
CCOc1cc(CNn2nnnc2N)ccc1OCC(=O)NC(C)(C)C,-1,2%,-3%,-1.2%,-2%,0,-5,1,4
CC(C)(C)c1ccc(C(=O)Nc2ccc(S(=O)(=O)Nc3cnc4ccccc4n3)cc2)cc1,2&11,-12%,-3%,-3.6%,-3%,13,-11,1,-6
O=C(N/N=C/c1ccc(OCC2COCCO2)cc1)c1ccc(Br)cc1 (stereo not drawn),-10,-4%,-29%,3.6%,10%,-7,-9,4,-25
CCc1cccc2c(C#N)cn(CCOc3ccccc3OC)c12,-1,2%,-8%,-0.3%,-6%,-14,0,19,1
CC(C)(C)OC(=O)Cc1nnc(-c2cc3ccccc3[nH]2)o1,-4,·,·,·,·,·,-1,3,7
O=C(NCCN1C(=O)C2C3C=CC(C3)C2C1=O)Nc1ccc(Br)cc1 (stereo not drawn),2,0%,2%,-0.6%,-1%,10,3,0,10

As a short view, two of the compounds above:
structure,LDHA block,Vif-APOBEC3G blk,Vif-A3F inh,RXFP1 ag,GRP78 ERSR act,D2 potentiator,D1 potentiator,D1 agonist,D1 antag
CC(C)(C)OC(=O)Cc1nnc(-c2cc3ccccc3[nH]2)o1,-4,·,·,·,·,·,-1,3,7
O=C(NCCN1C(=O)C2C3C=CC(C3)C2C1=O)Nc1ccc(Br)cc1 (stereo not drawn),2,0%,2%,-0.6%,-1%,10,3,0,10

(list continues)
structure,LDHA block,Vif-APOBEC3G blk,Vif-A3F inh,RXFP1 ag,GRP78 ERSR act,D2 potentiator,D1 potentiator,D1 agonist,D1 antag
CC(C)CCNC(=O)NC(=O)CSc1nnc(COc2ccccc2Cl)o1,-8,0%,-4%,-0.9%,-3%,24,-4,5,0
CCC(c1nnnn1Cc1ccccc1)N1CCN(c2ccc(OC)cc2)CC1 (stereo not drawn),6,0%,-6%,0.2%,-2%,0,-4,0,10
CC1(C)CC(=O)C=C(N2CCN(C3=CC(=O)CC(C)(C)C3)CC2)C1,·,·,·,0.5%,·,-9,-1,0,-8
Cn1c(C(=O)NCc2ccccc2F)cc2cc(S(=O)(=O)N3CCCCC3)ccc21,-8,2%,-1%,1.9%,-3%,-11,-4,6,5
O=C(CCN1C(=O)c2ccccc2C1=O)NCc1ccc(Cl)cc1,-5,1%,6%,3.4%,0%,7,20,1,2
CCc1ccc(OCC(=O)O/N=C(\N)c2ccncc2)cc1,-5,5%,0%,0.3%,?,1,-6,12,-21
O=C(NCc1ccccc1)C(c1ccc(O)cc1)N(C(=O)c1cnccn1)c1ccccc1 (stereo not drawn),4,-3%,-13%,0.0%,-5%,-1,5,1,1
CCC(c1nnnn1Cc1ccco1)N(Cc1cc2cc(C)cc(C)c2[nH]c1=O)CC1CCCO1 (stereo not drawn),-2,-11%,-14%,-0.7%,0%,4,-4,0,-6
C/C(=N\NC(=O)c1ccc(N2CCCC2=O)cc1)c1ccncc1,-6,-5%,-3%,3.4%,-7%,-5,0,1,4
Cc1ccc(C(=O)Nc2cccc(NC(=O)c3ccc(C)o3)n2)o1,0,-3%,7%,-0.3%,1%,5,-2,-2,3
CC(=O)Nc1ccc(S(=O)(=O)NC2(C(F)(F)F)C(=O)Nc3c2c(=O)[nH]c(=O)n3-c2ccc(C)c(C)c2)cc1 (stereo not drawn),-2,1%,1%,0.2%,0%,17,-3,0,3
COc1ccc(C(C)=O)cc1COC(=O)CNC(=O)C1CCCCC1,-6,2%,1%,·,-2%,·,·,·,·
O=c1onc(-c2ccccc2)n1Cc1ccc([N+](=O)[O-])cc1,-17,-2%,-2%,·,-2%,·,·,·,·
CC1CC(C)CN(S(=O)(=O)c2ccc(NC(=O)c3ccc(=O)[nH]c3)cc2)C1 (stereo not drawn),-2,?,-2%,11%,-6%,3,-7,5,-16
CC(OC(=O)C1CC1)C(=O)Nc1ncc(Cl)cc1Cl (stereo not drawn),1,4%,-14%,-3.3%,-1%,19,3,0,3
Cc1ccc2nc(CSc3nnc(NC(=O)COc4ccccc4F)s3)cc(=O)n2c1,-9,-4%,-9%,16%,-3%,11,-2,-1,-4

9 entries from above in a different format:
Second line of a record – LDHA block	Vif-APOBEC3G blk	Vif-A3F inh	RXFP1 ag	GRP78 ERSR act	D2 potentiator	D1 potentiator	D1 agonist	D1 antag
CCCOc1ccc(C2C(C(=O)/C=C/c3ccco3)=C(O)C(=O)N2CCN2CCOCC2)cc1OC (stereo not drawn)
 : 27	0%	?	-1.1%	-1%	2	-4	2	31
CCOc1cc(CNn2nnnc2N)ccc1OCC(=O)NC(C)(C)C
 : -1	2%	-3%	-1.2%	-2%	0	-5	1	4
CC(C)(C)c1ccc(C(=O)Nc2ccc(S(=O)(=O)Nc3cnc4ccccc4n3)cc2)cc1
 : 2&11	-12%	-3%	-3.6%	-3%	13	-11	1	-6
O=C(N/N=C/c1ccc(OCC2COCCO2)cc1)c1ccc(Br)cc1 (stereo not drawn)
 : -10	-4%	-29%	3.6%	10%	-7	-9	4	-25
CCc1cccc2c(C#N)cn(CCOc3ccccc3OC)c12
 : -1	2%	-8%	-0.3%	-6%	-14	0	19	1
CC(C)(C)OC(=O)Cc1nnc(-c2cc3ccccc3[nH]2)o1
 : -4	·	·	·	·	·	-1	3	7
O=C(NCCN1C(=O)C2C3C=CC(C3)C2C1=O)Nc1ccc(Br)cc1 (stereo not drawn)
 : 2	0%	2%	-0.6%	-1%	10	3	0	10
CC(C)CCNC(=O)NC(=O)CSc1nnc(COc2ccccc2Cl)o1
 : -8	0%	-4%	-0.9%	-3%	24	-4	5	0
CCC(c1nnnn1Cc1ccccc1)N1CCN(c2ccc(OC)cc2)CC1 (stereo not drawn)
 : 6	0%	-6%	0.2%	-2%	0	-4	0	10

Next structures
structure,LDHA block,Vif-APOBEC3G blk,Vif-A3F inh,RXFP1 ag,GRP78 ERSR act,D2 potentiator,D1 potentiator,D1 agonist,D1 antag
Cc1cccc(-c2cc3nc(-c4ccccc4)cc(N4CCC5(CC4)OCCO5)n3n2)c1,1,3%,-1%,6.4%,-4%,-4,0,-1,28
O=C(ON=C1CCN(S(=O)(=O)c2ccccc2)CC1)c1ccccc1,-8,0%,-2%,0.8%,-6%,7,-4,3,15
Cc1ccc(N=Nc2c(C)[nH][nH]c2=O)c(C)c1,-2,-24%,-4%,1.0%,-5%,8,-1,2,5
COc1ccc(C(=O)C(C)OC(=O)c2cccc(S(=O)(=O)Nc3c(C)n(C)n(-c4ccccc4)c3=O)c2)cc1 (stereo not drawn),-4,4%,8%,·,-1%,·,·,·,·
CCOc1cccc2sc(N(CCN(C)C)C(=O)c3ccc4ccccc4c3)nc12,0,4%,-4%,-1.5%,-6%,-11,-4,3,9
CCNC(=O)CP(=O)(c1ccccc1)c1ccccc1,-3,0%,-1%,2.0%,-3%,11,-4,0,4
CCOc1ccc(-n2c([S-])c(C(=O)Nc3ccc(S(=O)(=O)N4CCOCC4)cc3)[n+]3cc(C(N)=O)ccc23)cc1,-3,-5%,-2%,32µM*,-2%,2,-1,2,-2
CC1SC(c2ccccc2)N(CC(O)c2ccc([N+](=O)[O-])cc2)C1=O (stereo not drawn),0,2%,4%,1.0%,-4%,-14,-10,3,3
CSc1ccc(CNCc2ccc3c(c2)OCO3)cc1,-14,-9%,7%,4.6%,3%,-15,-4,36*,-4
c1ccc(-c2csc(Nc3ccc4c(c3)OCCO4)n2)cc1,1,-1%,-1%,3.0%,-7%,-5,-6,3,-21
COc1ccc(C2NC(=O)c3ccccc3O2)cc1 (stereo not drawn),1,2%,4%,-0.7%,0%,1,-8,3,-6
COc1ccc(N2C(=O)N3[C@H](c4cccc(C)c4)[C@@H]4C(=O)N(Cc5ccccc5)C(=O)[C@@H]4[C@]3(Cc3ccccc3)C2=O)cc1,1,-1%,4%,-1.3%,-3%,-10,0,7,-4
Cn1cccc1CC(=O)NNC(=S)Nc1ccc(F)cc1,-6,-6%,3%,-0.2%,1%,9,2,1,6
COc1ccccc1CNC(=O)C1=C(C)C(=O)OC12CCC(C)CC2 (stereo not drawn),-8,-4%,-7%,1.4%,-1%,0,·,0,14
COc1ccc(Cc2nnc(C(=O)NCCCN3CCN(c4ccccc4F)CC3)o2)cc1OC,-2,2%,5%,-2.4%,0%,-2,-3,4,-6
COc1cc(OC)cc(C(=O)NCc2ccc3[nH]c(C)cc3c2)c1,-7,-3%,5%,-0.5%,-2%,-3,-1,4,-9
COC(=O)c1ccc(NC(=O)C2CCCCC2C(=O)O)cc1 (stereo not drawn),-4,3%,0%,-0.3%,-3%,5,1,0,8
CCc1ccccc1NC(=O)c1ccc(NS(C)(=O)=O)cc1,-9,1%,5%,3.5%,-5%,24,8,3,-3
Cc1cc(C(=O)N2CCCC(C(=O)c3cccc4ccccc34)C2)nc(C)n1 (stereo not drawn),-10,-3%,4%,-0.9%,2%,11,-7,0,-61*
CCC(CC)NC(=O)COC(=O)c1cc(SC)ccc1Cl,-10,1%,3%,3.2%,-2%,9,0,2,1
Cc1cn2c(-c3ccncc3)nnc2s1,1,0%,-4%,6.7%,-2%,10,4,5,5
CCOc1c(Cl)cc(CNCc2ccccn2)cc1OC,1,2%,4%,-9.5%,1%,3,-7,1,0
COc1ccc(-n2sc3ccc(F)cc3c2=O)cc1,0,-8%,?,-0.1%,-11%,-4,1,9,-4
COCCOC(=O)/C(C#N)=C/c1cn(Cc2ccccc2)nc1-c1cccnc1,-5,0%,1%,0.4%,10%,5,-6,0,2
O=C(NCCN1CCOCC1)c1cc([N+](=O)[O-])cc([N+](=O)[O-])c1,5,4%,6%,1.7%,-9%,10,-13,3,17
CCOCN(C(=O)Cn1c(C)nc2ccccc21)c1c(C)cccc1CC,1,1%,2%,0.1%,-3%,-5,0,1,4
